TRPC4 PAM – allosterically enhances the mouse TRPC4 cation channel. Q9QUQ5. HEK293 TRPC4beta/mu-opioid, DAMGO EC20, Fluo-4 Ca2+ flux; stronger effect = higher value. B-score at 10 µM. 310,000 compounds, 0.42% hits. AID 2227;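 active = B-score of calcium response area above 5 SD of library B-scores, with initial fluorescence ratio within 5 SD of library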;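 also: B-score of integrated fluorescence ratio over time as area under calcium response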
HIF activator – HIF pathway transcriptional activation; activation, % at 7.5 µM (by protocol); AID 1910; 300,000 compounds, 0.32% hits; U2OS HRE-luciferase reporter, luminescence; normalized: DMSO 0%, desferrioxamine 100%;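 active = mean activation of at least 10% of the iron chelator positive control signal, with at least half of replicates also reaching 10%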
MrgX1 antag – blocks BAM8-22 activation of human MrgX1 receptor. Q96LB2. MRGX1-HEK293 calcium flux, Fluo-4, BAM8-22 antagonism; stronger effect = lower value. B-score at 10 µM. 310,000 compounds, 1.3% hits. AID 588676;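 active = calcium-response B-score plate-corrected more than 3 library SD below zero, starting fluorescence within 5 deviations, no agonist response on first addition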;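 also: peak minus trough fluorescence over baseline after final BAM8-22 challenge near maximal dose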
PolyA inhibitor – blocks polyadenylation in yeast reporter cells. S. cerevisiae SKY197-pL101 polyadenylation reporter, beta-gal luminescence; efflux-impaired pdr1/pdr3 knockout yeast; score 100 = 6 SD above DMSO. calls only at 12 µM. 300,000 compounds, 0.02% hits. AID 1875;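 active = lowest replicate activity score at least 50, where 100 means six control SD above control mean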;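 also: yeast exposed to compound for 9 h at 30 °C; higher score means more reporter readthrough which indicates perturbed polyadenylation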
AI-2 QS mod – Vibrio harveyi AI-2 quorum sensing modulation. Vibrio harveyi JMH597 AI-2 luminescence/OD600 ratio, 9 h; stronger effect = lower value; strain lacks LuxN and CqsS sensors; 0 = neutral-control median. activity change, % at 7.5 µM. 300,000 compounds, 0.4% hits; in the data active = activity change below about -75%, passing the limit was not always enough;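 also: luminescence divided by OD600 gain over 9 h not by final OD600 alone; inactives centre near 13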
MrgX1 agonist – human MrgX1 receptor agonism, primary screen; Q96LB2; MrgX1-HEK293 cells, Fluo-4 calcium fluorescence, agonist mode; stronger effect = higher value; B-score at 10 µM; 310,000 compounds, 0.44% hits;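 active = calcium response B-score plate-corrected fluorescence ratio at least 3 library SD, with starting fluorescence B-score inside 5 SD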
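Material: MrgX1-expressing HEK293 cells; input: 15,000 cells per well; doses: test compound given as first of three sequential additions; schedule: overnight plating before 1 h dye loading; technique: Fluo-4 NW calcium-flux fluorescence, kinetic read; evaluation: baseline-normalised fluorescence change ratio, B-scored; control set: plate-wise positive and negative controls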
TRPC4 agonist – activators of mouse TRPC4 channel. Q9QUQ5. HEK293 TRPC4beta/mu-opioid, Fluo4 calcium fluorescence; stronger effect = higher value. B-score at 10 µM. 310,000 compounds, 0.49% hits. AID 2237;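 active = B-score above 5 SD of library B-scores, and initial fluorescence ratio not above library mean plus 5 SD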;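 also: positive B-score marks a calcium rise read as TRPC4 activation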
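Assay system: HEK293 stable line with TRPC4beta plus mu-opioid receptor; schedule: 45 min room-temperature Fluo4 loading, 110 s read; technique: kinetic Fluo4 calcium fluorescence; evaluation: integrated baseline-normalised fluorescence ratio, converted to per-well B score; controls: buffer (low) and maximal DAMGO (high)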
TRPC4 block – blocks the mouse TRPC4 cation channel | Q9QUQ5 | HEK293 TRPC4beta/mu-opioid, DAMGO-evoked Fluo4 calcium flux; stronger effect = lower value | B-score at 10 µM | 300,000 compounds, 0.39% hits | AID 2247;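 active = B-score over 3 SD under the library average, no early fluorescence shift, positive overall ratio signal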
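material = TRPC4beta/mu-opioid receptor HEK293 cell line | probe or stimulus = sequential submaximal and maximal DAMGO stimulation | compound dosing = one concentration per compound | measured by = Fluo4 Ca2+ flux fluorescence | evaluation = integrated fluorescence ratio relative to baseline, converted to per-well B score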
TRPC6 activator – mouse TRPC6 channel activation | Q61143 | HEK293-TRPC6 membrane potential dye fluorescence; stronger effect = higher value | B-score at 10 µM | 310,000 compounds, 0.13% hits | AID 2550;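 active = B-score of the integrated fluorescence ratio above library mean plus 3 SD, and starting fluorescence ratio within library mean plus 5 SD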;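 also: higher score means more depolarization so channel activation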
Target sequence (Q61143 whole entry, looked up): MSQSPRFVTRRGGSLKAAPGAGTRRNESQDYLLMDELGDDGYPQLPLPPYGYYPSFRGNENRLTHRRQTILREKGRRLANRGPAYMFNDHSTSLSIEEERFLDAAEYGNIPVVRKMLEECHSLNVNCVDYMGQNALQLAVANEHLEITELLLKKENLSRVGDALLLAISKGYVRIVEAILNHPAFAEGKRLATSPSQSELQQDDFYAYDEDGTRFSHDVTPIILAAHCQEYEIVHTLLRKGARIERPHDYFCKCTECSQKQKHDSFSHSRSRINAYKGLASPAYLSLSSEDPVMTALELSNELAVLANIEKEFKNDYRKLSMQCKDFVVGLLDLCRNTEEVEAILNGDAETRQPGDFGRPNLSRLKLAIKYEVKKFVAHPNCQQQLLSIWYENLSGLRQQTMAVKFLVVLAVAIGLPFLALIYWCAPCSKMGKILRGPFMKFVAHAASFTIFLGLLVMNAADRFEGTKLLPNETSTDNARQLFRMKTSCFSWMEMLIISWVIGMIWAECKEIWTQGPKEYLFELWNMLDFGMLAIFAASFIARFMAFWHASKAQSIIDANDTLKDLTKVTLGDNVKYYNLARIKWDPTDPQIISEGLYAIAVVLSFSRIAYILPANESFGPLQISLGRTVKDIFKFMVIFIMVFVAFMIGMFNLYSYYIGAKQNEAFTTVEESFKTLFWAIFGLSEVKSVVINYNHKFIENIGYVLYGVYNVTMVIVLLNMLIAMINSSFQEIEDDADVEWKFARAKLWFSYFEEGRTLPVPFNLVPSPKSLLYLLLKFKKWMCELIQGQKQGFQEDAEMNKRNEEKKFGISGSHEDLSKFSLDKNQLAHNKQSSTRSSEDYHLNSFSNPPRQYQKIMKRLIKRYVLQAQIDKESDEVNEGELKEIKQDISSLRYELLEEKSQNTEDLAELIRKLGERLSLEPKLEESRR
TRPC6 inhibitor – blocks the mouse TRPC6 cation channel; Q61143; HEK293-TRPC6, membrane potential dye, ACh-evoked depolarization; stronger effect = lower value; B-score at 10 µM; 310,000 compounds, 1.1% hits; AID 2553;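 active = B-score under library mean minus 3 SD, initial fluorescence not abnormally high, positive integrated signal ratio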;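 also: B-score derived from integrated fluorescence ratio over the kinetic read; more negative B-score means stronger inhibition of depolarization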
MrgX1 PAM – allosterically activates human MrgX1 receptor signaling; AID 588675; B-score at 10 µM; 310,000 compounds, 0.63% hits; MrgX1-HEK293, Fluo-4 calcium flux, FDSS; stronger effect = higher value; Q96LB2;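 active = plate-corrected calcium response at least 3 library SD above typical, normal starting fluorescence, not activating the receptor alone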;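 also: compound read alongside a low EC10 to EC30 dose of BAM8-22 agonist; peak minus trough fluorescence over baseline measured at the second addition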
The depositor's hits bear a star; i = inactive; / = not tested or not shown. Not all compounds are listed; rates above refer to the full screens.

SMILES	TRPC4 PAM	HIF activator	MrgX1 antag	PolyA inhibitor	AI-2 QS mod	MrgX1 agonist	TRPC4 agonist	TRPC4 block	TRPC6 activator	TRPC6 inhibitor	MrgX1 PAM
Cn1c2ccccc2c2cc(/C=N/NC(=O)c3ccc(N)cc3)ccc21	i	0.9	i	i	3	i	i	i	i	i	i
CCCC(CCC(=O)Nc1ccc(S(N)(=O)=O)cc1)C(=O)O (stereo unspecified)	i	-0.5	i	i	7	i	i	i	i	i	i
Cc1ccc(-c2nnn(CCC(=O)N3CCCCC3C)n2)cc1 (stereo unspecified)	i	0.8	i	i	3	i	i	i	i	i	i
CC(C)CCNC(=O)NC(=O)COc1ncnc2sccc12	i	-0.2	i	i	-81*	i	i	i	i	i	i
O=C(c1cccc(-c2nnc(-c3ccccc3)o2)c1)N1CCCCCC1	i	1.3	i	i	34	i	i	i	i	i	i
CC(c1ccccn1)N(CCN(C)C)C(=S)Nc1ccccc1F (stereo unspecified)	i	0.2	i	i	9	i	i	i	i	i	i
CCCc1cc(C(=O)Nc2nccs2)cs1	i	0.3	i	i	27	i	i	i	i	i	i
C=CCn1c(SCC(N)=O)nnc1-c1cc(Br)ccc1O	i	-0.6	i	i	4	i	i	i	i	i	i
CCOc1ccc(CN2C(=O)CCC2(C)C(=O)NCc2cccnc2)cc1 (stereo unspecified)	i	-0.3	i	i	22	i	i	i	i	i	i
CCCC12CN3CC(CCC)(CN(C1)C3c1ccco1)C2=O (stereo unspecified)	i	-0.2	i	i	21	i	i	i	i	i	i
N#Cc1c(NC(=O)CSc2nnc(-c3ccccc3)o2)sc2c1CCCC2	i	0.8	i	i	13	i	i	i	i	i	i
Cc1ccc(-c2n[nH]c(=S)n2/N=C/c2ccncc2)cc1	i	0.4	i	i	30	i	i	i	i	i	i
CCc1ccc(/C=C2/Sc3ccccc3N(CC(=O)NCCCN3CCOCC3)C2=O)cc1	i	2.2	i	i	-5	i	i	i	i	i	i
COc1ccc(NC(=O)CN2C(=O)C(C)SC(C)C2=O)c(OC)c1 (stereo unspecified)	i	0.0	i	i	-1	i	i	i	i	i	i
Cc1nc(-c2ccc([N+](=O)[O-])cc2)nc2[nH]ccc(=O)c12	i	1.1	i	i	9	i	i	i	i	i	i

As entered above:
O=C(c1cccc(-c2nnc(-c3ccccc3)o2)c1)N1CCCCCC1 | HIF activator: 1.3
CC(c1ccccn1)N(CCN(C)C)C(=S)Nc1ccccc1F (stereo unspecified) | AI-2 QS mod: 9

(list continues)
SMILES	TRPC4 PAM	HIF activator	MrgX1 antag	PolyA inhibitor	AI-2 QS mod	MrgX1 agonist	TRPC4 agonist	TRPC4 block	TRPC6 activator	TRPC6 inhibitor	MrgX1 PAM
O=C(Nc1cccc(O)c1)c1cccc(C(=O)Nc2cccc(O)c2)c1	i	-1.9	i	i	19	i	i	i	i	i	i
COc1ccc(/C=N/N=C2\SC(CC(=O)O)C(=O)N2c2ccccc2)c(OC)c1 (stereo unspecified)	i	0.4	i	i	1	i	i	i	i	i	i
CCNc1c2c(nc3ccccc13)CC(C)(C)CC2=O	i	-0.2	i	i	6	i	i	i	i	-7.8*	i
COc1ccccc1C(=O)Nc1ccnn1C1CCN(CCCc2ccccc2)CC1	i	-0.2	i	i	13	i	i	i	i	i	i
CN(C)CCCNC(=O)C(=O)NCC1CCCO1 (stereo unspecified)	i	-0.8	i	i	23	i	i	i	i	i	i
Cc1noc(C)c1C(=O)Nc1c(F)cc(F)cc1Br	i	0.2	i	i	16	i	i	i	i	i	i
CN(C)CCCn1c(=O)n(Cc2ccccc2)c(=O)c2c3c(sc21)CCCCC3	i	0.7	i	i	6	i	i	i	i	i	i
CC1CCCC(NC(=O)COC(=O)CCC2CCCC2)C1C (stereo unspecified)	i	-0.2	i	i	8	i	i	i	i	i	i
COc1ccccc1NC(=O)COc1ccc(C(F)(F)F)cc1[N+](=O)[O-]	i	0.6	i	i	17	i	i	i	i	i	i
Cc1cccc(-c2nc3ccccc3c(=O)n2NC(=S)N(C)C)c1	i	0.2	i	i	4	i	i	i	i	i	i
C=CCOC(=O)C1=C[C@@H](c2ccc(Br)cc2)C[C@@H](OCCCCO)O1	i	0.5	i	i	-17	i	i	i	i	i	i
CC(=O)NC1(c2cccc(F)c2)CCN(C(=O)Nc2ccc(C#N)cc2)CC1	i	-1.4	i	i	-4	i	i	i	i	i	i
CCOc1ccc(S(=O)(=O)Nc2nc3ccccc3nc2-n2ccc(=NC(=O)c3ccccc3C)cc2)cc1	i	-0.2	i	i	12	i	i	i	i	i	i
CC1CCCN(C(=O)CNC(=O)c2ccco2)C1 (stereo unspecified)	i	1.2	i	i	-2	i	i	i	i	i	i
O=C(CN1C(=O)CC(c2ccco2)Sc2ccccc21)Nc1ccc2c(c1)OCCO2 (stereo unspecified)	i	0.4	i	i	-4	i	i	i	i	i	i
COc1cc(NC2c3ccccc3C(=O)N2Cc2ccccc2)cc(OC)c1OC (stereo unspecified)	i	0.2	i	i	6	i	i	i	i	i	i
COc1ccc2c(c1)N(C)/C(=C1/SC(=S)N(NC(C)=O)C1=O)S2	i	0.0	i	i	4	i	i	i	i	i	i
O=C(CSc1ccc2nnc(-c3ccc(F)cc3)n2n1)N1CCOCC1	i	0.1	i	i	52	i	i	i	i	i	i
O=C(OCc1nnc(-c2ccccc2)o1)c1ccc2ccccc2n1	i	0.7	i	i	14	i	i	i	i	i	i
O=C(O)C1=C(Nc2ccccc2)OCC1=O	i	-0.1	i	i	16	i	i	i	i	i	i
CCCSc1nc(SCC(=O)NCc2ccccc2)c2c3c(sc2n1)COC(C)(CC)C3 (stereo unspecified)	i	0.1	i	i	7	i	i	i	i	i	i
CC(C)C(C)NC(=O)CN1C(=O)NC2(CCCc3ccccc32)C1=O (stereo unspecified)	i	-0.2	i	i	14	i	i	i	i	i	i
Cc1ccc(S(=O)(=O)/N=C(/Nc2nc(C)cc(C)n2)N2CCOCC2)cc1	i	-0.6	i	i	15	i	i	i	i	i	i
COc1ccc(C(=O)NC2CCN(C(=S)Nc3ccccc3)CC2)cc1	i	-0.2	i	i	7	i	i	i	i	i	i
CC(OC(=O)c1ccccc1)C(=O)NCCC1=CCCCC1 (stereo unspecified)	i	0.8	i	i	11	i	i	i	i	i	i
Cc1ccc(S(=O)(=O)N(C)C)cc1NC(=O)C(C)N(C)CCOc1ccc(Cl)cc1 (stereo unspecified)	i	-0.8	i	i	19	i	i	i	i	i	i
Cc1c(C#N)c2ccccc2n1CC(=O)NCCc1c[nH]c2ccccc12	i	-0.2	i	i	22	i	i	i	i	i	i
O=C(Cn1nc(-c2ccccc2)ccc1=O)Nc1ccc(-n2cnnn2)cc1	i	-1.0	i	i	12	i	i	i	i	i	i
Cc1ccc(NC(=O)CSc2nnc(-c3cccnc3)s2)cc1	i	0.0	i	i	2	i	i	i	i	i	i
Cc1cc(C)c(NC(=O)CSc2nnc(CNC(=O)c3ccccc3F)o2)c(C)c1	i	-1.3	i	i	33	i	i	i	i	i	i
O=C1CC(C2CCCO2)C(=O)N1c1cccc(Cl)c1 (stereo unspecified)	i	0.4	i	i	22	i	i	i	i	i	i
CCOc1ccc2[nH]c(=O)c(CN(Cc3cccs3)Cc3nnnn3C(C)(C)C)cc2c1	i	/	i	i	11	i	i	i	i	i	i
CCN1CCN(/C=N/c2nc3c(s2)CCCC3)CC1	i	/	-4.5*	i	11	i	i	i	i	i	i
CCOC(=O)N1CCN(C(=O)CN(c2ccc(C)c(C)c2)S(=O)(=O)c2ccccc2)CC1	i	-1.8	i	i	-5	i	i	i	i	i	i
Cc1cc2oc(C(=O)NC3CCS(=O)(=O)C3)cc(=O)c2cc1C (stereo unspecified)	i	-0.6	i	i	12	i	i	i	i	i	i
O=C(Nc1ccc(S(=O)(=O)N2CCOCC2)cc1)C1CCCCC1	i	0.4	i	i	-19	i	i	i	i	i	i
COc1cc(C2C(C(C)=O)=C(O)C(=O)N2CCN(C)C)ccc1O (stereo unspecified)	i	0.0	i	i	12	i	i	i	i	i	i
NNC(=O)c1cccc(S(=O)(=O)Nc2cc(Cl)ccc2Cl)c1	i	-0.9	i	i	22	i	i	i	i	i	i
CCC(C)(C)NC(=O)C(c1cccn1C)N(Cc1ccc(C)cc1)C(=O)Cn1nnc2ccccc21 (stereo unspecified)	i	-0.4	i	i	13	i	i	i	i	i	i
COc1cccc(C(=O)NCc2ccco2)c1OC	i	0.2	i	i	2	i	i	i	i	i	i
Cc1cccc(OCC(=O)Nc2ccccc2C(=O)N2CCOCC2)c1	i	-7.1	i	i	18	i	i	i	i	i	i
COC(=O)c1ccc(NC(=O)C2C3C=CC(O3)C2C(=O)O)cc1 (stereo unspecified)	i	0.8	-8.7*	i	7	i	i	i	i	i	i
Cc1c(C(=O)Nc2ccccn2)oc2c(Cl)cccc12	i	0.9	i	i	9	i	i	i	i	i	i
CCc1ccc(N=C2NC(=O)/C(=C/c3cc(Br)c(OCC(=O)O)c(OC)c3)S2)cc1	i	2.5	i	i	59	i	i	i	i	i	i
CCOc1ccc(C(=O)NCCc2ccccc2)cc1	i	/	i	i	15	i	i	i	i	i	i
NS(=O)(=O)c1ccc(NC(=O)/C=C/c2ccc3c(c2)OCO3)cc1	i	0.1	i	i	21	i	i	i	i	i	i
CCC1=C(OC(=O)N(CC)CC)N2C(=O)OC(=NCCOC)[C@]2(Cc2ccccc2)[C@H]2C1=CC[C@H]1C(=O)N(CC)C(=O)[C@H]12	i	-0.4	i	/	4	i	i	i	i	i	i
COc1ccc(CNC(=O)C2=CCN(S(=O)(=O)c3ccc(C)cc3)CC2)cc1	i	-0.1	i	i	20	i	i	i	i	i	i
Cc1ccc(S(=O)(=O)N2CCN(C(=O)c3sccc3C)CC2)cc1	i	0.0	i	i	12	i	i	i	i	i	i
CCOC(=O)c1c(NC(=O)CSc2ncnc3ccccc23)sc(C)c1C	i	-0.3	i	i	1	i	i	i	i	i	i
